IMPase inh = membrane-permeable compound that blocks inositol monophosphatase; P97697; CHO-M1 cells, IP1 accumulation, HTRF TR-FRET ratio; inhibition (IP1 accumulation), % at 46.1 µM; 120,000 tested, under 10 active; AID 901; active = well fitted curve in the direction sought with a large enough effect in the signal ratio, not every such curve was filed as active; inconclusive = small, poorly fitted or top-dose-only effect, or a change in a side signal; inactive = no such curve, though single readings can be large or run the other way; the % refers to the signal ratio;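 note: cells stimulated with carbachol in lithium chloride buffer; plate controls were DMSO basal wells for no effect and reference inhibitor wells for full effect; higher means more IMPase inhibition seen as more IP1 and lower FRET ratio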
Target sequence (P97697 whole entry, looked up): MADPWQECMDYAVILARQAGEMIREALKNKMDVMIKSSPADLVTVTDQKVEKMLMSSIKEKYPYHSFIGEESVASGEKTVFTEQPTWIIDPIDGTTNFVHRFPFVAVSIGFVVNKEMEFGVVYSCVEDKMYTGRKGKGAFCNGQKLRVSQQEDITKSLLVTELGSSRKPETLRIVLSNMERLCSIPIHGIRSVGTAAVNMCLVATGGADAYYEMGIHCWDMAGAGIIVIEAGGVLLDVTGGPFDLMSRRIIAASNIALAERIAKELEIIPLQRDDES
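The IP-One HTRF competitive assay in carbachol-stimulated CHO-M1 cells quantifies cellular IP1. Compounds spanned up to 46 uM final, and activity is expressed as AC50 from concentration-response fits of the ratio and donor data.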
ALOX12 inhib = 12-hLO (ALOX12) enzyme inhibition; 150,000 compounds, 0.12% hits; purified 12-hLO, xylenol orange hydroperoxide absorbance; AID 1452; P18054; Potency, µM (doses to about 57.1 µM), inactives show at the top dose activity change, negative = inhibition, most hits filed as inhibitors; note: potency is the fitted concentration of half-maximal effect; nearly all actives have a fitted effect of over 55% in size; many of its hits are not listed in these tables
Target sequence (P18054 whole entry, looked up): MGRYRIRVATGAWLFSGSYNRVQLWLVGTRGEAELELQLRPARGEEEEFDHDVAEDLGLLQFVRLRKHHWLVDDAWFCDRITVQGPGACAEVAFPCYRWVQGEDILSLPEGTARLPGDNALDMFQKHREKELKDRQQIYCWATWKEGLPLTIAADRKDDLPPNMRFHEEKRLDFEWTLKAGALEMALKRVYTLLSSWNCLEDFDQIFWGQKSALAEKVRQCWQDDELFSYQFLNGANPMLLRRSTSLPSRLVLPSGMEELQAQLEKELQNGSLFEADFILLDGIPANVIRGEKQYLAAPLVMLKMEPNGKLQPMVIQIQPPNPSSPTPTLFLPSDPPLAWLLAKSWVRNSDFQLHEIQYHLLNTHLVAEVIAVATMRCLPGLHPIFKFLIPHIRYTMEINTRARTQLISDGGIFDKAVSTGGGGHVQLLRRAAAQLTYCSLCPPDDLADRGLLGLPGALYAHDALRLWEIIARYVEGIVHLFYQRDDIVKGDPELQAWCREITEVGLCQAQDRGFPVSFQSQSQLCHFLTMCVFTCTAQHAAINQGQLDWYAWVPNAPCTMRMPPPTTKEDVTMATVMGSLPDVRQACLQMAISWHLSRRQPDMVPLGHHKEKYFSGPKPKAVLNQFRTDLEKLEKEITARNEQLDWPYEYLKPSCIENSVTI
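150 nM 12hLO, 25 mM Hepes pH 7.0 + 0.01% Triton X-100; cpd preinc 15 min RT; 40 uM arachidonic acid, 30 min RT; Fe-XO 30 min; A573/A405 ratio as read-out.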
15-hLO-2 inh = inhibitors of human 15-lipoxygenase 2 (ALOX15B). O15296. purified 15hLO-2, xylenol orange hydroperoxide absorbance. Potency, µM (top dose mostly 57.1 µM), without a hit: top-dose activity change, negative = inhibition, usual class: inhibitors. 110,000 compounds, 0.56% hits. AID 881; note: potency is the fitted concentration of half-maximal effect; nearly all actives have a fitted effect of over 60% in size; many of its hits are not listed in these tables
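Purified human 15hLO-2 (50 nM final) preincubated with compounds 15 min at room temperature in 25 mM Hepes pH 7.5, 0.01% Triton X-100, then 45 uM arachidonic acid added for 90 min; hydroperoxide detected via ferrous/xylenol orange, 573/405 nm absorbance ratio.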
PNC assembly inh = inhibitors of perinucleolar compartment assembly; activity change (PNC), negative = inhibition, % at 10 µM; PC3M PTB-GFP, PNC prevalence imaging, 16 h; active compounds read low; AID 2417; 140,000 compounds, 3.1% hits;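 active = readout at or below -70, meaning at least 70% loss of cells showing the perinucleolar compartment, a nuclear body marking cancer cells; inconclusive = readout between -30 and a set limit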;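 note: plate controls were DMSO wells for no effect and camptothecin positive control wells for full effect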
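PC3M cells stably expressing PTB-GFP, 750–1000 cells/well, treated 16 h at 37 °C with compound (23 nl of library stock), in duplicate. After paraformaldehyde fixation and Hoechst stain, imaged at 20x; PNC prevalence scored by image analysis.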
* hit, by the source's call; ? = inconclusive; · = not tested or not shown; & = joins results of further samples; [ ] = another dose, or the depositor's remark. Unless noted, calls come from the whole dose curve; as a rule, active = well fitted curve in the direction sought with a large enough effect; inconclusive = small, poorly fitted or top-dose-only effect, or another doubt; inactive = no such curve, though single readings can be large; an effect the other way counts as inactive or inconclusive. Unless noted, % is set by controls: 0 for no effect and ±100 for the full control effect. These rows are one share of the data; rates above refer to the full screens.

compound,ALOX12 inhib,IMPase inh,15-hLO-2 inh,PNC assembly inh
COc1ccc(N2C(=O)CCC(C(=O)NCc3cccnc3)C2c2ccc(OC)c(OC)c2)cc1 (centres undefined),13%,-2,1%,?
CCCc1nnc(SCc2ccc(OCC)cc2)n1N,4%,-5,-2%,-18
CCOc1ccc(C(=O)N[C@H](C(=O)Nc2cccc(S(=O)(=O)N3CCCCC3)c2)C(C)C)cc1,-1%,·,·,?
CSc1ccccc1C(=O)NCCSc1ccccc1,1%,-1,-5%,-15
O=C(c1sccc1-n1cccc1)N1CCCC1,6%,-6,11%,-83*
COc1cccc(NC2CC(=O)N(CCc3ccccc3)C2=O)c1 (centres undefined),2%,-7,-17%,53
O=C(C(F)C(F)(F)F)N1CCN(c2ccccc2)CC1 (centres undefined),1%,-3,-1%,26
O=C(CCSCc1ccc(Cl)cc1)NC1CCCC1,-3%,23,·,9
Cc1ccccc1N1CCN(C2=NC(=O)/C(=C\c3cccs3)S2)CC1,0%,·,·,21
CCOc1ccc(CCNC(=O)Cn2c(=O)oc3ccccc32)cc1OCC,7%,-5,-18%,?
OC(Cc1cccnc1)(c1ccccc1)c1ccccc1,0%[11.4 µM],·,1%[11.4 µM],·
Cc1ccc(CN(Cc2ccco2)C(=S)NCC(=O)O)cc1,4%,9,·,20
CC(C)c1ccc(NC(=O)c2cc(S(=O)(=O)NCC3COc4ccccc4O3)ccc2F)cc1 (centres undefined),-4%,·,·,-113*
COc1ccccc1OC[C@H](O)CO,-3%[25.6 µM],0[20.6 µM],3%[25.6 µM],·
Cc1noc(C)c1S(=O)(=O)N(CC(=O)N1CCCCCC1)c1ccc(C(C)C)cc1,6%,6,-4%,?
c1ccc(C(c2nnnn2C2CCCCC2)N2CCc3ccccc3C2)nc1 (centres undefined),-10%,11,-9%,?
O=S(=O)(c1ccc(Cl)c(C(F)(F)F)c1)N1CCN(CC(O)COCC2CCCO2)CC1 (centres undefined),-3%,10,0%,4
CCNC(=O)COc1ccc2ccccc2c1,0%,5,-4%,?
CCOC(=O)c1cccc(NC(=O)C2CCC(CNc3c(N4CCOCC4)c(=O)c3=O)CC2)c1 (centres undefined),-4%,3,1%,?
C/C(=N\NC(=O)CSc1nnc(C)s1)c1ccc(Cl)cc1,-4%,-10,·,-26
CC(=O)C1=C(C)NC(SCC(=O)c2ccc(Cl)cc2Cl)=C(C#N)C1c1ccco1 (centres undefined),?,8,-27%,?
COCCn1c(SCC(=O)N2CCc3ccccc3C2)nc2ccccc2c1=O,3%,8,·,-7
CC(=O)Nc1ccc(S(=O)(=O)Nc2nnc(C(C)(C)C)s2)cc1,4%,-12,-7%,10
CC1CCN(C(=O)CSc2ccc(-c3ccc(F)cc3)nn2)CC1,-5%,-11,-8%,-2
CC(=O)C1=C(O)C(=O)N(c2nccs2)C1c1ccc(F)cc1 (centres undefined),7%,·,·,-27
Cc1cccc(-n2c(CCn3nc(C)c([N+](=O)[O-])c3C)n[nH]c2=S)c1,-2%,-3,-3%,47
CCOC(=O)C1=C(C)NC(C)=C(C(=O)OCC)C1c1ccc(OC)cc1,-8%,8,8%,14
O=C(CSc1nc2[nH]ncc2c(=O)[nH]1)N1CCCCC1,2%,?,·,?
Cc1ccc(-c2nnc(CSc3nc(C)nc4sc(C)c(C)c34)o2)cc1,-3%,-3,4%,-28
COc1cccc(-c2nc(=S)c3c(n2Cc2ccco2)CCCC3)c1,-4%,4,-25%,?
c1ccc2c(c1)Nc1nccnc1S2,-10%,·,·,-7
CCCn1c(C(O)c2cc(OC)ccc2OC)nc2ccccc21 (centres undefined),4%,1,6%,-6
O=C(NCN1C(=O)C2C3C=CC(C3)C2C1=O)Nc1cccnc1 (centres undefined),2%,10,5%,3
CN(c1cccc(NC(=O)Nc2cccc(Cl)c2)c1)S(C)(=O)=O,-6%,-4,4%,11
CCOc1cc(/C=N/NC(N)=O)cc(Br)c1OCC(=O)Nc1cccc2ccccc12,5%,12,-14%,0
Cc1noc(C)c1C1(O)CCCCCCCCCCC1,-2%,·,·,52
Cn1/c(=N/N=C/c2ccc([N+](=O)[O-])cc2)sc2ccccc21,8%,2,-11%,-1
O=C(NCCN1CCOCC1)NC1(C(F)(F)F)Oc2ccc(Cl)cc2O1 (centres undefined),-9%,11,·,-29
O=C(CCCCn1c(=O)c2ccccc2n(Cc2ccc(F)cc2)c1=O)NCc1ccco1,-4%,13,-14%,-29
O=C(Nc1ccc(-c2noc(CCc3ccccc3)n2)cc1)c1cccnc1,5%,17,20%,?
O=C(O)c1cc(-c2ccc(-c3ccc(-c4cc(C(=O)O)c5cc(Cl)ccc5n4)cc3)cc2)nc2ccc(Cl)cc12,-2%[11.4 µM],·,-20%[11.4 µM],·
Cc1ccc(/C=C/C(=O)O)cc1S(=O)(=O)NCCO,3%,13,1%,39
CCOc1ccccc1N1C(=O)CC(Nc2ccc(N3CCOCC3)cc2)C1=O (centres undefined),?,1,16µM*,12
O=C(COC(=O)/C=C/c1cccc(Cl)c1)NCCc1ccccc1,1%,·,·,-24
c1ccc(SSc2ccccc2)cc1,-4%,·,·,5
N=C(N)S[C@H]1c2ccccc2-c2cc([N+](=O)[O-])ccc21,-1%[11.4 µM],·,-8%[11.4 µM],·
COC(=O)c1ccccc1NC(=O)CN1CCN(C(=O)c2ccco2)CC1,1%,?,-6%,-23
COc1ccccc1/C=C/C(=O)N1CCCC1,-1%,·,·,?
CSc1ccc(Cl)c(C(=O)Nc2ccc(OCC(N)=O)cc2)c1,-2%,5,-1%,-19
COc1ccc(S(=O)(=O)N2CCN(C(=O)c3ccco3)CC2)cc1OC,8%,2,-3%,50
COc1ccccc1N1CCN(S(C)(=O)=O)CC1,0%,7,0%,?
CCOC(=O)c1oc2cccc(OC(C)=O)c2c1C,-2%,4,-8%,?
NC1=NC(=O)/C(=C\C=C\c2ccccc2)S1,-1%,-3,·,?
CCN1CCN(c2cc(C)c3cc(NC(=O)Cc4ccc(OC)c(OC)c4)ccc3n2)CC1,8%,3,1%,6
Cc1ccc(C)c(NC(=O)C(Sc2nc3ccc(C)cc3[nH]2)c2ccccc2)c1 (centres undefined),-2%,·,·,0
O=C(C1CCC1)N1CCc2cc(S(=O)(=O)NCc3cccnc3)ccc21,-3%,2,-3%,79
N/C(=N\OC(=O)CCC1CCCC1)c1cccnc1,-2%,0,·,-20
CCOC(=O)N1CCN(CC(=O)N2c3ccccc3CC2C)CC1 (centres undefined),-1%,-1,-17%,-26
COc1ccc2cc(CCNC(=O)c3cccs3)c(=O)[nH]c2c1,-3%,·,·,-12
O=C(c1ccco1)N1CCN(C(=O)c2ccc(COc3ccc4c(c3)CCC4)o2)CC1,0%,6,1%,-27

Remaining list, next part.
compound,ALOX12 inhib,IMPase inh,15-hLO-2 inh,PNC assembly inh
Cc1cc(C)c(Cc2c(C)nc3c(C(=O)NCc4ccco4)cnn3c2C)c(C)c1,-4%,7,-5%,?
CCN1CCN(Cc2oc(CO)cc(=O)c2O)CC1,-11%,-3,0%,10
CC(=O)Cc1nsc(NC(=O)c2ccccc2)n1,0%,1,-3%,8
CCOC(=O)c1ccccc1NC(=O)c1c(F)c(F)c(F)c(F)c1F,-3%,-11,1%,?
COc1ccc(C2NC(=S)N3C(c4ccc(OC)cc4)NC(=S)N23)cc1 (centres undefined),?,-8,-13%,41
Cc1nc2ccccc2nc(C)c1=NOCc1ccccc1Cl,-3%,2,·,-28
CC(=O)NC1(c2ccccc2)CCN(c2nc(C)cc(C)n2)CC1,5%,-3,1%,-24
O=C1C=CC(=O)N1CCCCCCN1C(=O)C=CC1=O,-6%,8,·,?
O=C(Nc1ccccc1C(=O)N1CCCCCC1)c1cccc(S(=O)(=O)N2CCOCC2)c1,1%,2,1%,38
CCCCCOC(=O)c1[nH]c2c(c1C)C(=O)C(C(=O)OC)C(C)C2 (centres undefined),-5%,5,0%,-7
N[C@H](C(=O)O)C(O)C(O)C(O)CO (some centres undefined),8%,·,0%,·
O=C(CC1Oc2ccc(Cl)cc2NC1=O)NC1CCCCCC1 (centres undefined),1%,-7,·,-3
COC(=O)C1=CO[C@@H](OC2OC(CO)C(O)C(O)C2O)[C@@H]2C(CO)=CC[C@H]12 (some centres undefined),1%,·,·,8
CC1CCCN(c2nc3ccccc3nc2C(C#N)S(=O)(=O)c2cccs2)C1 (centres undefined),-7%,-1,-28%,?
CC1(C)N(OCc2ccccc2)C(=O)C(=O)N(OCc2ccccc2)C1(C)C,0%,0,-5%,2
COc1ccc(-c2cc(C)nc(SCC(=O)c3cccc([N+](=O)[O-])c3)n2)cc1,0%,8,-4%,29
CCOC(=O)CCc1c(C)nc2cc(-c3ccc(Cl)cc3)[nH]n2c1=O,-4%,-5,0%,24
COc1ccc(NC(=O)c2cccnc2Cl)c(S(=O)(=O)N2CCOCC2)c1,-4%,-4,-3%,31
Cc1ccc(S(=O)(=O)N2CCN(C)CC2)cc1-c1nnc2c3ccccc3c(C)nn12,-1%,-18,0%,-13
O=C(O)c1cc(O)c2c(c1)C(=O)c1cc(O)cc(O)c1C2=O,-2%,·,9%,·
CNS(=O)(=O)c1ccc(NC(=O)c2nc3nc(C)cc(C(F)F)n3n2)cc1,-1%,-2&-9,1%,13
CCC(CC)C(=O)NCCc1ccc(OC)cc1,5%,1,-2%,?
CN=C1c2ccccc2CN1c1cccc(C(=O)OC)c1,-2%,5,5%,?
C=CCN(c1cccc(C(F)(F)F)c1)S(=O)(=O)c1cccc(C(=O)OCC(=O)NCCC)c1,2%,13,·,-3
Cc1ccc2c(c1)C(SCC(=O)NCCc1ccccc1)CC1(CCCC1)O2 (centres undefined),-1%,·,·,37
COc1ccc(S(=O)(=O)N2CCCC2C(=O)Nc2nnc(-c3cccnc3)s2)cc1 (centres undefined),-15%,-9,-7%,52
Cn1cnnc1SCC(=O)Nc1ccccc1C(=O)NC1CC1,2%,5,7%,22
CCCCNC(=O)c1onc(CSc2cccc(OCC)c2)c1C(=O)O,-9%,-3,-9%,?
c1ccc(-c2cn3nc4c(nc3n2)CCCC4)cc1,-10%,6,-15%,-6
O=C(COC(=O)/C=C/c1ccc(Cl)cc1)NCCC1=CCCCC1,-1%,·,·,-90*
Cc1ccn2c(-c3csc(NCc4ccco4)n3)c(C)nc2c1,0%,3,36%[activator],0
CC1CCN(C(=O)CSc2nnc(CNC(=O)COc3ccc(Cl)cc3)o2)CC1,-2%,2,-2%,?
OCCCc1nc2n(n1)C(c1ccccc1Cl)C=C(c1cccs1)N2 (centres undefined),0%,-4,-13%,-9
CCN1CCN(Cc2nc3c(c(=O)n(C)c(=O)n3C)n2Cc2ccccc2Cl)CC1,0%,9,6%,-18
CCc1nnc(NC(=O)CSc2nnc(-c3ccccc3O)n2CC)s1,4%,6,-5%,33

Some entries already given with just PNC assembly inh:
| Compound | PNC assembly inh |
| --- | --- |
| CC1CCN(C(=O)CSc2nnc(CNC(=O)COc3ccc(Cl)cc3)o2)CC1 | ? |
| OCCCc1nc2n(n1)C(c1ccccc1Cl)C=C(c1cccs1)N2 (centres undefined) | -9 |
| CCN1CCN(Cc2nc3c(c(=O)n(C)c(=O)n3C)n2Cc2ccccc2Cl)CC1 | -18 |
